FUS yeast rescue = suppressors of FUS proteinopathy in yeast | S. cerevisiae FUS-expressing, growth rescue, OD600, 24 h | Potency, µM (highest dose often 76.6 µM), inactives show at the highest dose growth rescue (activation), hits mostly activators | actives 0.24% (n = 390,000) | AID 1347120; active = well fitted activation curve with a large enough effect; inconclusive = small, poorly fitted or top-dose-only effect; inactive = no such curve, though single readings can be large or run the other way;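 note: plate controls were DMSO vehicle for no effect and reference control for full effect; nearly all actives have a fitted effect of over 55% in size; some results filed as inactive show a strong effect at the top dose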
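Quantitative HTS measuring growth restoration of FUS-toxic yeast. Galactose-induced cells (OD 0.005) were exposed 24hr at 30C to compounds at several concentrations, then absorbance at 600 nm was recorded.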
The depositor's hits bear a star; ? = inconclusive. Potency is the fitted concentration of half-maximal effect.

compound	FUS yeast rescue
COc1ccc(C2C(C(=O)N3CCOCC3)CC(=O)N2c2ccc(OC)cc2)cc1 (centres undefined)	17%
COc1ccc(-n2c(COc3ccc(Cl)cc3)nnc2SCC(=O)Nc2ccc3c(c2)OCO3)cc1	26%
O=S(=O)(CC1NCc2cc(F)ccc21)NCCc1ccccc1 (centres undefined)	4%
COc1ccccc1NC(=S)OCCN1CCCC12CCC(c1ccccc1)CC2 (centres undefined)	?
N#Cc1cccc(NC(=O)OC2CC3CC2[C@H]2CCCCN2[C@H]3Cc2ccccc2)c1 (some centres undefined)	0%
Cc1c(C(O)(c2ccccc2)c2ccccc2)[n+]2ccccc2n1C	-9%
COC(=O)[C@]12C[C@H](CC(=O)N3CCSCC3)C(=O)N(CCC3=CCCCC3)C1=C[C@H](C1CCCC1)O[C@@H]2C	?
Cc1ccc2c(c1)C(CS(=O)(=O)NC1CCCC1)NC2 (centres undefined)	33%
Cc1ccc(-n2c(SCC(=O)Nc3ccccc3-c3ccccc3)nnc2-c2cnccn2)cc1	?
CCC(=O)N[C@@H]1C[C@@H]2O[C@@H](CO)CC[C@@H]2O[C@@H]1CCc1ccc(-c2cccc(OC)c2)cc1	?
COc1ccc(/C=C/S(=O)(=O)NCc2ccccc2)c(CNC(=O)OC(C)(C)C)c1	38%
COCCCN1C(=O)[C@H](CC(=O)NCc2ccc(C)o2)[C@]2(C(=O)OC)CCCCC=C12	5%
O=C(CNS(=O)(=O)c1ccccc1)N1CCN(c2ncccn2)CC1	5%
CC(C)C[C@H]1COc2cccc(F)c2S(=O)(=O)N1Cc1cn(Cc2ccc(F)cc2)nn1	-8%
CCCCCCCCN1C(=O)[C@@H](CC(=O)NCCCC)C[C@@]2(C(=O)OC)C1=C[C@H](COCc1ccccc1)O[C@@H]2C	?
CCn1c(=O)n(CC(=O)N2CCCN(Cc3ccccc3)CC2)c(=O)c2ccccc21	-6%
COc1ccc2c(c1)CN1C(=O)N(Cc3ccc(F)cc3)S(=O)(=O)CC21 (centres undefined)	-13%
c1cc(-c2nnc3n2N=C(c2ccc4c(c2)OCO4)CS3)ccn1	15%
Cc1ccc(NC(=S)NNC(=O)c2cnccn2)cc1	8%
O=C(c1cc(F)ccc1F)N1CCCC(c2nc(-c3cccs3)no2)C1 (centres undefined)	2%
CCNC(=O)OCCN1C(=O)CCC12CCC(c1ccc(Cl)cc1)CC2 (centres undefined)	-1%
CCN(CC)C(=O)CC[C@@H]1CC[C@]2(CCCN(Cc3ccccc3)C2)O1	-2%
CC1(C)C=C2C(N(Cc3ccc4c(c3)OCO4)C(=N)N2C(=O)OCc2ccccc2)n2c(=O)n(-c3ccccc3)c(=O)n21 (centres undefined)	?
COc1ccc2c(c1C(=O)/C=C/c1ccccc1)OC(C)(C)C=C2	34%

Fetched by structure from the entries so far:
compound	FUS yeast rescue
CCCCCCCCN1C(=O)[C@@H](CC(=O)NCCCC)C[C@@]2(C(=O)OC)C1=C[C@H](COCc1ccccc1)O[C@@H]2C	?
COc1ccc2c(c1C(=O)/C=C/c1ccccc1)OC(C)(C)C=C2	34%
CCN(CC)C(=O)CC[C@@H]1CC[C@]2(CCCN(Cc3ccccc3)C2)O1	-2%

The listing continues:
compound	FUS yeast rescue
CN1C(=O)C[C@@](C#N)(C(=O)N2CCOCC2)[C@H]1c1ccccc1	-24%
C[C@@H]1[C@@H](O)C[C@@]2(C[C@H](O)c3cc(Cl)ccc3O2)O[C@H]1c1ccccc1Cl	6%
Cc1nn(-c2ccccc2)c2sc(C(=O)N3CCN(Cc4ccc(F)cc4)CC3)cc12	30%
O=C(OC12CCCN(C1)/C(=C/c1ccncc1)C2)c1ccc(F)cc1 (centres undefined)	-15%
Cc1ccc(-n2c(SCc3ccc(Cl)c(Cl)c3)nnc2-c2ccc(C(C)(C)C)cc2)cc1	1%
O=C(Nc1ccc(Cl)cc1)O[C@@H]1CC[C@@]23CCCN2C(=O)CCC[C@H]3C1	28%
COC(=O)[C@]12C[C@H](CC(=O)N3CCN(C(=O)c4ccco4)CC3)C(=O)N(CCc3ccc(OC)c(OC)c3)C1=C[C@H](C(C)C)O[C@@H]2C1CC1	34%
Nc1c(C(=O)N2CCOCC2)cnn1Cc1ccccc1	2%
CCCCOCCCNC(=O)C[C@H]1C[C@@]2(C(=O)OC)C(=C[C@H](C3CCCC3)O[C@@H]2C)N(CCc2ccc(OC)c(OC)c2)C1=O	?
CCCCN1CN2CCc3ccccc3C2CS1(=O)=O (centres undefined)	-21%
Cc1c(C(C)c2ccccc2O)c2ccccc2n1C (centres undefined)	?
COc1ccc(CCNC(=O)CSc2nc3c([nH]2)c(=O)n(C)c(=O)n3C)cc1	-6%
CCC[C@H]1[C@@H](NC(=O)C2CCC2)CC[C@@]23CCCN2C(=O)CCC[C@@H]13	-4%
CCC(C)c1ccc(NC(=O)CSc2nnc(-c3cccc(C)c3)n2C)cc1 (centres undefined)	18%
Cc1ccccc1C(=O)N(Cc1ccccn1)CC1CCCO1 (centres undefined)	-14%
COc1ccc(/C=C/C(=O)NC2=NCCS2)c(OC)c1	3%
CC(=O)c1cc(-c2cc(C(=O)O)cc([N+](=O)[O-])c2)c(=O)n2c1CCC2	2%
CCC[C@H]1[C@@H](OC(=O)NCCc2ccccc2)CC[C@@]23CCCN2C(=O)CCC[C@@H]13	31%
CC(c1ccccc1)n1cc(C(=O)N2CCCN(Cc3ccccc3)CC2)nn1 (centres undefined)	10%
COc1ccc2c(c1)N[C@@](CCNC=O)(c1[nH]c3ccccc3c1CCNC=O)C2=O	4%
CCC(C)Nc1nc(C)nc2c1nnn2Cc1ccccc1 (centres undefined)	-7%
COc1ccccc1N1CCN(S(=O)(=O)c2ccc3c(c2)n(C)c(=O)c(=O)n3C)CC1	-4%
COC(=O)[C@]12CCCCC=C1N(Cc1ccc(OC)cc1)C(=O)[C@@H]2CC(=O)N1CCCCC1	9%
O=C(Nc1ccccc1Cl)O[C@@H]1CC[C@@]23CCCN2C(=O)CCC[C@H]3C1	11%
Cc1cccc(-c2nnc(SCC(=O)c3ccc(F)cc3)n2C)c1	-1%
O=C(CCc1ccccc1)N[C@H]1[C@H](OCc2ccccc2)CCC[C@@]12C(=O)N(Cc1ccccc1)c1ccccc12	19%
C[C@H]1[C@H](NC(=O)c2cccc(C(F)(F)F)c2)CC[C@@]23CCCN2C(=O)CCC[C@@H]13	13%
CCCC[C@H]1C2CC(OC(=O)NCc3ccccc3)C(C2)[C@H]2CCCCN21 (some centres undefined)	-3%
Cc1cc(NS(=O)(=O)c2ccc(NC(=O)Cc3ccc(Cl)c(Cl)c3)cc2)on1	40%
Cc1ccc(OCc2nnc(SCC(=O)Nc3ccc(S(N)(=O)=O)cc3)n2-c2ccc(Cl)cc2)cc1	9%
COC(=O)c1cc(-c2cccc3c2sc2ccccc23)c(=O)n2c1CCC2	14%
O=S(=O)(CC1NCc2ccccc21)NCCc1ccccc1 (centres undefined)	1%
CC(=O)O[C@@H]1CCC[C@@]2(C(=O)Nc3ccccc32)[C@H]1NC(=O)C(C)C	-14%
COc1ccc(C2Nc3ccccc3C(=O)N2Cc2ccccc2)cc1COc1ccc(NC(C)=O)cc1 (centres undefined)	16µM*
CC(=O)N1CCN(C(=O)CN2C(=O)CC(C)(C)S(=O)(=O)c3ccccc32)CC1	-7%
CCN(CC)C(=O)CSc1nnc(-c2cccs2)o1	-8%
Cc1cc(-c2n[nH]c(=S)n2N=Cc2cc(Br)ccc2F)n[nH]1	18%
O=C(NCC1COCCO1)C1CCN(S(=O)(=O)c2cccc3ccccc23)CC1 (centres undefined)	-2%
COc1ccccc1CNC(=O)C[C@H]1CC[C@H]2[C@@H](COc3ccc(NC(=O)Nc4ccccc4)cc3C(=O)N2C)O1	?
CCOC(=O)[C@]12CCCC=C1N(Cc1ccc(OC)cc1)C(=O)[C@@H]2CC(=O)NCCCCc1ccccc1	?
O=C(c1cc(F)ccc1F)N1CCC(Oc2cccnc2)CC1	-15%
Cc1cccc(C)c1NC(=O)C1CCN(c2ncccn2)CC1	11%
COc1ccc(Oc2c(-c3cccs3)cnn(-c3ccc(C)cc3)c2=O)cc1	8%
O=C(CCCCCN1C(=O)C2C3C=CC(C3)C2C1=O)Nc1ccccn1 (centres undefined)	6%
CC[C@@H](CCCc1ccc(F)cc1)CN(Cc1ccc(OC)cc1)S(=O)(=O)c1ccc(C)cc1	-18%
O=C1N(CCCO)CCC12CCCCC2	-20%
COCCN=C1S/C(=C\c2cc(C)n(-c3ccc(F)cc3F)c2C)C(=O)N1C	?
CC(=O)N1CCc2c1cccc2S(=O)(=O)NC(CC(C)C)C(=O)Nc1ccc(Cl)c(Cl)c1 (centres undefined)	?
C[C@@H]1N[C@H]2N(C1=O)c1ccccc1[C@@]21C[C@@H]2C(=O)N[C@](C)(O1)c1nc3ccccc3c(=O)n12	-4%
Cc1ccccc1N(C)C(=O)C1CCCN1S(=O)(=O)c1cccc2cccnc12 (centres undefined)	24%
COC(=O)C(Cc1ccccc1)NC(=O)C(N)CC(=O)O (centres undefined)	9%
CCCN(CC1CC1)C(=O)CN1C(=O)C2CCCCN2C(=O)c2ccccc21 (centres undefined)	2%
CC1=CC(=O)C(C(C)C)=C/C1=N\OS(=O)(=O)c1ccc(F)cc1	20%
Nc1[nH]c(C(=O)c2ccccc2)c(-c2cccnc2)c1C(=O)NCCc1c[nH]c2ccccc12	13%
COC(=O)C12C=C3CC(c4ccc(C(F)(F)F)cc4)=C3C(=O)N1Cc1[nH]c3ccccc3c1C2 (centres undefined)	?
Cc1ccc(CNC(=O)O[C@H]2CC[C@@]34CCCN3C(=O)CCC[C@H]4[C@H]2C)cc1	6%
CCCCN(C)C(=O)c1ccc2c(c1)NC(=O)C(C)(C)O2	29%
COc1cc2c(cc1OC)CSC1C(=O)N(C)C(SC2)C(=O)N1C	-3%
CC(=O)Nc1sc2c(c1-c1nc3ccccc3s1)CN(C(C)C)C2	20%
O=C(NC1CCC1)c1ccc(C#Cc2cccc(F)c2)cn1	10%

Further records:
compound	FUS yeast rescue
O=C(C1CCCN1S(=O)(=O)c1ccc(Cl)s1)N1CCc2ccccc2C1 (centres undefined)	-3%
Cc1ccc(-n2c(SCC(=O)Nc3ccc4cn[nH]c4c3)nnc2-c2ccccc2)cc1	-4%
O=S1(=O)c2c(cccc2N2CC[C@@H](O)C2)O[C@H]2CCN1C2	-20%
Cc1ccc(-c2cc(-c3nnc(SCC(=O)Nc4ccc(OCc5ccccc5)cc4)n3N)[nH]n2)cc1	-4%
CCN(CC)C(=O)CC[C@H]1CC[C@]2(CCCN(Cc3ccc(Cl)cc3)C2)O1	8%
COC(=O)c1cc(C(c2ccccc2O)C2CCC(C)(C)O2)n2ccccc12 (centres undefined)	-17%
C=CCn1c(SCC(=O)C(C)(C)C)nnc1-c1ccc(Cl)cc1	11%
CCN(CC)C(=O)CC[C@@H]1CC[C@]2(CCCN(C(=O)c3ccccc3)C2)O1	-6%
O=C1CCc2cc(S(=O)(=O)N3CCN(Cc4cccc5c4OCO5)CC3)ccc2N1	-8%
CCCCCCCCN1C(=O)[C@@H](CC(=O)N2CCC(c3ccccc3)CC2)C[C@@]2(C(=O)OC)C1=C[C@H](C(C)C)O[C@@H]2C1CC1	?
O=C(NC1CCCCN(Cc2cccc(Cl)c2)C1=O)c1ccc(Cl)cc1Cl (centres undefined)	33%
O=C(NCCO)[C@H](Cc1ccccc1)NC1(C(=O)NCCc2c[nH]c3ccccc23)CCCCC1	11%
NC(=O)C1CCN(c2ncc(Br)cn2)CC1	-14%
CC[C@@H](CCCc1ccccc1OC)CCS(=O)(=O)C(C)(C)C	21%
C=CCCC(=O)N1CCC(C(=O)NCC2COc3ccccc3O2)CC1 (centres undefined)	3%
COC(=O)[C@]12C[C@H](CC(=O)NCCCCc3ccccc3)C(=O)N(Cc3ccc(Cl)cc3Cl)C1=C[C@H](C(C)(C)C)O[C@@H]2C	32%
C[C@H](O)[C@@H]1CN2CCc3c([nH]c4cccc(-c5ccccc5)c34)[C@@H]2C[C@@H]1N(C)CC1CCCCC1	18%
O=C(CSc1ncnc2sc3c(c12)CCCC3)Nc1ccc(Oc2ccccc2)cc1	30%
O=C1N(Cc2ccccc2)c2ccccc2C12CCCc1oc(CCc3ccccc3)nc12 (centres undefined)	25%

Ordered by SMILES length (descending): part of the list above.
compound	FUS yeast rescue
C[C@H](O)[C@@H]1CN2CCc3c([nH]c4cccc(-c5ccccc5)c34)[C@@H]2C[C@@H]1N(C)CC1CCCCC1	18%
O=C(CSc1ncnc2sc3c(c12)CCCC3)Nc1ccc(Oc2ccccc2)cc1	30%
CC[C@@H](CCCc1ccccc1OC)CCS(=O)(=O)C(C)(C)C	21%

A second format for part of the listing above:
Compound: COc1cc2c(cc1OC)CSC1C(=O)N(C)C(SC2)C(=O)N1C
  FUS yeast rescue = -3%
Compound: CC(=O)Nc1sc2c(c1-c1nc3ccccc3s1)CN(C(C)C)C2
  FUS yeast rescue = 20%
Compound: O=C(NC1CCC1)c1ccc(C#Cc2cccc(F)c2)cn1
  FUS yeast rescue = 10%
Compound: O=C(C1CCCN1S(=O)(=O)c1ccc(Cl)s1)N1CCc2ccccc2C1 (centres undefined)
  FUS yeast rescue = -3%

Bioassay records deposited in PubChem BioAssay by National Center for Advancing Translational Sciences (NCATS).

Some of the compounds tested; count on the stated rates, not on these rows.
